TCR-CD3 inh: blocks the human TCR-CD3 interaction; TAMRA-labeled TCR probe fluorescence, biochemical; inhibition, % at 9.4 µM; 360,000 tested, 0.37% active; AID 651800; in the data active = inhibition above about 19%;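 also: recombinant mutant TCR 2C K166C tagged with TAMRA read by polarization; 0% = receptor in buffer alone and 100% = receptor with positive control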
DDE Tn7 FP inh: DD(E)-Tn7 binding inhibition, primary FP screen; P02675; FP displacement of FITC-Tn7 peptide from fibrin DD(E); 0% = median of compound wells per plate; inhibition, % at 8.3 µM; 370,000 tested, 0.13% active; AID 720508;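 active = inhibition above the mean of compounds falling within the control limits plus 3 SD of them, cut at about 14% in these data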;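 also: 0% = plate median of compound wells and 100% = 10 µM Aha-Tn7 peptide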
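Test system: human clot-derived fibrin DD(E) complex / Quantity: 2 µM final DD(E) protein / Incubation: 10 min plus 3 h, room temperature / Measured by: fluorescence polarization / Benchmarks: high control of 10 µM Aha-Tn7 peptide / Replicates: singlicate testing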
SIAE inh: blocks human sialic acid acetylesterase. inhibition, % at 9.66 µM. 370,000 tested, 0.69% active. SIAE FP-Rh probe binding, fluorescence polarization. Q9HAT2;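 active = inhibition above a cutoff: mean of compounds within the control limits plus 3 SD of those, cut at about 17% in these data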;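 also: 0% = plate median of compound wells and 100% = probe without SIAE protein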
Target sequence (Q9HAT2 whole entry, looked up): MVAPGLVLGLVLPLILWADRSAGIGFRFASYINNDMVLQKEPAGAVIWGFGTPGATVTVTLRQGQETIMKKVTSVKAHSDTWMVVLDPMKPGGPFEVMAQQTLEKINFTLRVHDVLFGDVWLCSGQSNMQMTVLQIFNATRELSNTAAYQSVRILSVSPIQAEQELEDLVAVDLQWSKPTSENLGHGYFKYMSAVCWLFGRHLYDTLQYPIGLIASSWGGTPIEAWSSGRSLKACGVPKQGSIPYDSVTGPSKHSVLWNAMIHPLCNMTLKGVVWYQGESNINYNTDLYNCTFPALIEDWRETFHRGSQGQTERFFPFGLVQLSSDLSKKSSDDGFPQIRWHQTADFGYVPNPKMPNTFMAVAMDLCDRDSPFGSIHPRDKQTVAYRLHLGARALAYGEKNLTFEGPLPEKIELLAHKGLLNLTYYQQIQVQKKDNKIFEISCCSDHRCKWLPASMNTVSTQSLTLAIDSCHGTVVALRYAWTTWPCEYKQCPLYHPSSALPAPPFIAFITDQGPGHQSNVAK
PRMT1 FP inh: PRMT1 (human) inhibition, primary screen; recombinant PRMT1, activity-based probe fluorescence polarization; inhibition, % at 2.79 µM; 370,000 tested, 1.3% active; AID 652257;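 active = inhibition above about 21% made by adding two undisclosed values, limit read from the data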
MBD2 DNA inh: blocks human MBD2 binding to methylated DNA | 370,000 tested, 0.31% active | AID 686964 | TR-FRET, MBD2 binding to methylated oligonucleotide | inhibition, % at 4.4 µM | Q9UBB5; in the data active = inhibition above about 13%
Target sequence (Q9UBB5 whole entry, looked up): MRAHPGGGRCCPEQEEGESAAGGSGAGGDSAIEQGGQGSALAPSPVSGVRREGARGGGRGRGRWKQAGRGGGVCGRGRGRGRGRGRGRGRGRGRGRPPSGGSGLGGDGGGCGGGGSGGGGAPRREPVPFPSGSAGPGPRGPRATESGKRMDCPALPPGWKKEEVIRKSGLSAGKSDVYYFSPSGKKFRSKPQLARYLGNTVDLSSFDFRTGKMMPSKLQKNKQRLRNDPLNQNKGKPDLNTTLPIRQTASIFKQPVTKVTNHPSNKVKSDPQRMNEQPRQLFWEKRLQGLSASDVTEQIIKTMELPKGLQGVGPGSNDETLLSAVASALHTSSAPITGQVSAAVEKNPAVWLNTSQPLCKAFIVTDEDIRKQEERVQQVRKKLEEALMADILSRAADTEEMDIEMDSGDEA
TDP2 absorb: TDP2 (human) inhibition, absorbance primary screen; O95551; recombinant TDP2, T5PNP hydrolysis, p-nitrophenol absorbance 415 nm; inhibition, % at 12.8 µM; 370,000 tested, 0.34% active; AID 720702;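 active = inhibition above the mean of all tested compounds plus 3 SD, set per campaign, cut at about 25% in these data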;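 also: 0% = DMSO with enzyme and 100% = buffer with substrate but no TDP2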
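Evaluation: % inhibition relative to enzyme-containing and enzyme-free wells. Material: recombinant human TDP2. Benchmarks: enzyme-free and DMSO wells. Timing: enzyme reaction with compound for 2 h at 37 °C. Compound dosing: 12.8 µM only. Measured by: p-Nitrophenol epi absorbance. Reagent: T5PNP substrate at 5 mM, a TopII-DNA adduct mimic. Replication: single well per compound.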
KLK7 zymogen act: activates the human kallikrein-7 zymogen; P49862; purified proKLK7, EDANS-DABCYL substrate fluorescence; 100% is mature enzyme control, 0% vehicle; activation, % at 7 µM; 370,000 tested, 0.9% active;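 active = activation above the mean of all tested compounds plus 3 SD, computed per campaign excluding outliers beyond control limits, cut at about 13% in these data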
UHRF1 MBD2 ctr: blocks human UHRF1 binding to methylated DNA | Q96T88 | UHRF1 binding to methylated oligo, TR-FRET | inhibition, % at 4.4 µM | 370,000 tested, 0.75% active | AID 687016; in the data active = inhibition above about 21%;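 also: UHRF1 SRA domain binding a hemimethylated CpG hairpin DNA probe; 0% = median of test compound wells and 100% = reference inhibitor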
LEDGF integ inh: blocks HIV-1 LEDGF/p75-dependent DNA integration | 370,000 tested, 0.64% active | TR-FRET IN-LEDGF/p75 DNA integration, Eu/Cy5 | inhibition, % at 3.7 µM;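 active = inhibition above the screen-wide mean plus 3 SD, cut at about 13% in these data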;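 also: signal is the Cy5 over europium emission ratio at 671 and 618 nm; 0% = plate median of compound wells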
Tn6 DDE FP: DD(E)-Tn6 binding inhibition, primary FP screen; P02675; Fibrin DD(E) TRITC-Tn6 fluorescence polarization displacement; inhibition, % at 8.3 µM; 370,000 tested, 0.21% active;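 active = inhibition above a per-campaign cutoff: mean of compounds within control limits plus 3 SD, cut at about 15% in these data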;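 also: 0% = median of all compound wells on the plate and 100% = blocking peptide control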
* hit, by the source's call; / = not tested or not shown.

SMILES	TCR-CD3 inh	DDE Tn7 FP inh	SIAE inh	PRMT1 FP inh	MBD2 DNA inh	TDP2 absorb	KLK7 zymogen act	UHRF1 MBD2 ctr	LEDGF integ inh	Tn6 DDE FP
CCCS(=O)(=O)N1CCC(C(=O)Oc2ccc(OC)cc2)CC1	5	1	1	1	-5	16	0.0	-1	-2	3
CN(C)/C=N/c1ncc(C(=O)c2ccc(-c3ccccc3)cc2)s1	12	-8	-11	3	1	-6	-2.3	-2	5	-8
CCOC(=O)c1c(NC(=O)C(F)(OC)C(F)(F)F)sc(C(=O)N2CCCCC2)c1C (stereo not given)	6	3	3	-3	-2	-13	-0.1	-1	3	1
Cc1ccc(NC(=O)CNc2ccc(OC(C)C)cc2)c(C)c1	-4	-6	4	0	-2	0	-0.2	4	5	3
CCOC(=O)N/N=C/c1cccc(Cl)c1Cl	0	-1	0	1	-1	9	0.5	-2	0	10
COc1ccc(C(=O)OCC(=O)NC2CC2)cc1OC	-2	2	-9	-4	2	-9	0.1	12	4	5
C=CCn1c(=O)[nH]c(=O)c2c(N)c(C(=O)c3ccc(OC)cc3)sc21	5	-2	-6	2	-7	-15	-44	-4	0	12
COc1ccc(OC)c(/C=N/N=C2\SCC(=O)N2Cc2ccco2)c1	-3	4	-3	-3	3	-1	-2.4	1	-2	5
Nc1nc(-c2ccccc2)nc2sc3c(c12)CCCC3	-13	6	-10	2	7	-7	1.1	6	-1	-5
CC(C)(C)NC(=O)/C=C/c1cccc(C(F)(F)F)c1	6	6	5	2	-4	10	0.7	2	1	-1
CN(C)S(=O)(=O)c1ccc(N2CCCC2)c(C(=O)NC2CCC(O)CC2)c1 (stereo not given)	-5	3	7	4	-1	4	-0.2	-2	3	-3
CC1CCC(NC(=O)c2cnccn2)CC1 (stereo not given)	-6	-3	3	0	-3	-8	-0.2	5	1	4
C=CCN1C(c2ccc(Br)cc2)=CS/C1=C(/C#N)c1nnc(N2CCOCC2)n1-c1ccccc1	0	0	0	6	1	8	-0.2	-1	-3	1
Cc1ccc(-c2noc(CN3CCN(C(c4ccccc4)c4ccccc4)CC3)n2)cc1	8	2	-5	-2	4	-1	0.2	-2	1	-3
CN(Cc1ccc(OCC(O)CN(C)Cc2ccccc2)cc1)Cc1nccn1C (stereo not given)	8	-8	-8	-2	-1	-7	0.7	-1	4	-2
CC(=O)NC1CC2CCCC(C1)N2C(=O)Nc1cccc(C)c1 (stereo not given)	0	8	-1	-4	-4	9	0.4	-1	1	7
O=C(O)c1ccc2c(=O)n(-c3ccccc3F)c(=S)[nH]c2c1	4	1	9	2	1	15	0.3	-2	4	-2
CS(=O)(=O)N(CC(=O)Nc1c(F)cccc1F)Cc1ccccc1	-7	3	-4	3	2	5	-0.9	4	0	5
C=CCNc1nc(NC(C)(C)CO)nc(OCC)n1	3	3	-4	1	0	4	0.3	0	-3	1
Cc1ccc(NC(=O)CCC(=O)NNC(=O)COc2ccc([N+](=O)[O-])cc2)c(C)c1	-2	-1	3	-3	2	2	0.9	0	2	6

A different layout for some results above.
Compound: COc1ccc(OC)c(/C=N/N=C2\SCC(=O)N2Cc2ccco2)c1
  TCR-CD3 inh: -3
  DDE Tn7 FP inh: 4
  SIAE inh: -3
  PRMT1 FP inh: -3
  MBD2 DNA inh: 3
  TDP2 absorb: -1
  KLK7 zymogen act: -2.4
  UHRF1 MBD2 ctr: 1
  LEDGF integ inh: -2
  Tn6 DDE FP: 5

Compound: C=CCN1C(c2ccc(Br)cc2)=CS/C1=C(/C#N)c1nnc(N2CCOCC2)n1-c1ccccc1
  TCR-CD3 inh: 0
  DDE Tn7 FP inh: 0
  SIAE inh: 0
  PRMT1 FP inh: 6
  MBD2 DNA inh: 1
  TDP2 absorb: 8
  KLK7 zymogen act: -0.2
  UHRF1 MBD2 ctr: -1
  LEDGF integ inh: -3
  Tn6 DDE FP: 1

(more compounds)
SMILES	TCR-CD3 inh	DDE Tn7 FP inh	SIAE inh	PRMT1 FP inh	MBD2 DNA inh	TDP2 absorb	KLK7 zymogen act	UHRF1 MBD2 ctr	LEDGF integ inh	Tn6 DDE FP
Nc1ccc(SCC(=O)Nc2cccc([N+](=O)[O-])c2)cc1	-13	3	1	3	-4	-18	0.9	3	5	0
COC(=O)COc1nc(C)c2c(c1C#N)CC(C)(C)OC2	4	-3	1	1	-4	0	0.2	7	2	-2
O/N=C1\CCCCc2ccccc21	10	7	4	-2	1	0	0.5	-1	-3	4
COc1ccccc1NC(=O)CSC1=NCCN1	2	-7	2	31*	1	-2	0.1	-3	-2	4
O=C1CCCC2=C1[C@@]1(O[C@H]3C=CC=CN23)C(=O)N(c2ccccc2)c2ccccc21	-2	0	5	-7	1	-2	0.6	0	7	7
Cc1nnc2ccc(N3CCN(c4ccccn4)CC3)nn12	-1	7	-4	-1	2	-3	0.8	-2	2	1
Cc1ccc(Nc2nc(N3CCOCC3)nc(N3CCOCC3)n2)cc1Cl	0	3	-2	2	-3	-1	0.5	-2	-2	-6
COc1ccccc1C(=O)Nc1ccc2c(c1)C(=O)NC2=O	2	1	-5	-2	4	-2	-6.1	-4	-3	-4
COc1ccc(S(=O)(=O)Nc2cc3c4c(c2)CCC(=O)N4CCC3)cc1C	7	2	-3	-3	1	-5	0.3	-1	2	-1
COc1ccc(-c2nnc(NC(=O)C3=COCCO3)o2)cc1	2	8	3	-3	-2	6	-0.3	-1	1	1
CC(=O)Nc1ccc(NC(=O)Cn2c(=O)n(-c3ccc(F)cc3)c(=O)c3oc4ccccc4c32)cc1	-4	7	-5	2	-1	15	-0.6	1	0	9
CC(=O)Nc1cccc(-c2ccnc3c2CC(C(=O)Nc2cccnc2)O3)c1 (stereo not given)	-4	-3	1	2	1	9	-0.2	-2	-2	-1
CCCCOc1ccc(CSC2=NCCN2)cc1[N+](=O)[O-]	3	4	-1	2	2	-4	-0.4	1	2	5
S=C1NCN(C2CCCCC2)CN1c1ccccc1	-7	4	0	-3	7	-6	-0.4	5	-1	1
CCOC(=O)C1CCCN(C(=O)c2ccc(OC)c(OC)c2)CC1 (stereo not given)	1	0	-4	-4	-5	-1	-0.1	0	4	10
COc1cc(CNCc2ccncc2)cc(Br)c1OCc1ccccc1F	5	-1	3	0	-3	-2	0.1	-4	0	7
CCC1(C)Cc2c(sc3nc(SC)nc(N)c23)CO1 (stereo not given)	3	1	-6	1	-6	-1	-0.9	0	1	-2
CC(=O)/C=C/c1ccccc1Oc1c(F)c(F)nc(F)c1F	1	2	4	0	3	21	-0.3	-7	-2	-3
N#Cc1cccc(-n2nnnc2-c2ccccn2)c1	-7	2	4	-4	0	-4	-0.3	-2	-1	-3
O=C(c1cc(-c2ccccc2)on1)N1CCC(Oc2cccnc2)CC1	/	-3	1	-2	0	6	-0.9	-2	0	0

Some entries already given, showing only MBD2 DNA inh and LEDGF integ inh.
SMILES | MBD2 DNA inh | LEDGF integ inh
O=C(c1cc(-c2ccccc2)on1)N1CCC(Oc2cccnc2)CC1 | 0 | 0
COc1ccc(-c2nnc(NC(=O)C3=COCCO3)o2)cc1 | -2 | 1

(continued)
SMILES	TCR-CD3 inh	DDE Tn7 FP inh	SIAE inh	PRMT1 FP inh	MBD2 DNA inh	TDP2 absorb	KLK7 zymogen act	UHRF1 MBD2 ctr	LEDGF integ inh	Tn6 DDE FP
O=C(NN1C(=O)C2C3C=CC(C3)C2C1=O)c1ccncc1 (stereo not given)	4	4	-5	3	5	-4	0.1	1	1	0
O=C(NCC1OCCc2ccccc21)c1ccc(NC(=O)c2ccccc2Cl)cc1 (stereo not given)	-5	6	-32	4	6	-4	-0.7	21*	-1	-4
O=C(OCC(=O)N1CCc2ccccc21)c1ccccn1	0	0	3	0	-1	2	-0.4	2	5	-6
Cc1ccc(S(=O)(=O)N2C[C@]3(O)C[C@@H]4C(=O)N(c5ccccc5)C(=O)[C@@H]4C[C@]3(OC(=O)NC3CCCC3)C2)cc1	4	12	4	1	2	7	0.1	12	-1	7
CC(C#N)Sc1nnc(Nc2ccccc2)s1 (stereo not given)	-8	-1	1	5	2	12	-0.3	0	-1	0
COc1ccc(N=c2cc(-c3ccc(O)cc3)oc3ccccc23)cc1	8	3	11	2	1	-7	0.9	-1	-2	0
Cc1ccc(-c2cnc(C(O)c3ccc(Cl)c(Cl)c3)[nH]2)cc1 (stereo not given)	-2	-5	-2	2	-1	-3	-0.7	-1	2	-1
COc1ccc(-c2nnc3ccc(SC)nn23)cc1	3	-5	3	0	-5	-1	-0.2	-5	1	3
CCOc1cc(C(=O)NCC(=O)N/N=C/c2sccc2C)cc(OCC)c1OCC	-1	-6	0	-2	-5	2	0.3	0	0	2
O=C(O)CC1SC(=Nc2cccc(O)c2)NC1=O (stereo not given)	0	1	0	1	-3	-14	-0.2	0	1	-1
COc1cccc2c(=O)cc(C)n(CC(=O)Nc3ccc(Br)cc3)c12	10	2	-4	2	-4	-12	-0.5	1	2	1
C[C@H](CO)N1C[C@H](C)[C@@H](CN(C)C(=O)c2cc(-c3ccccc3)on2)OCc2cn(nn2)CCCC1=O	2	-2	0	2	3	9	-0.1	2	-3	-1
CCNc1ccc(S(=O)(=O)NCCN(C)C)cc1[N+](=O)[O-]	-10	7	-3	0	-6	-4	-0.3	-8	-2	3
CC(C)C[C@H](NC(=O)OC(C)(C)C)C(=O)NCC1CCC(C(=O)N[C@@H](Cc2ccccc2)C(=O)O)CC1 (stereo not given in full)	6	0	2	1	-4	4	0.4	0	5	3

5 entries out of the list above, arranged by the number in TCR-CD3 inh, descending.
molecule	TCR-CD3 inh
COc1cc(CNCc2ccncc2)cc(Br)c1OCc1ccccc1F	5
C=CCNc1nc(NC(C)(C)CO)nc(OCC)n1	3
COc1ccc(-c2nnc(NC(=O)C3=COCCO3)o2)cc1	2
C=CCN1C(c2ccc(Br)cc2)=CS/C1=C(/C#N)c1nnc(N2CCOCC2)n1-c1ccccc1	0
S=C1NCN(C2CCCCC2)CN1c1ccccc1	-7

Retrieved by compound from the entries so far (four):
SMILES	TCR-CD3 inh	DDE Tn7 FP inh	SIAE inh	PRMT1 FP inh	MBD2 DNA inh	TDP2 absorb	KLK7 zymogen act	UHRF1 MBD2 ctr	LEDGF integ inh	Tn6 DDE FP
CC(=O)NC1CC2CCCC(C1)N2C(=O)Nc1cccc(C)c1 (stereo not given)	0	8	-1	-4	-4	9	0.4	-1	1	7
CN(C)S(=O)(=O)c1ccc(N2CCCC2)c(C(=O)NC2CCC(O)CC2)c1 (stereo not given)	-5	3	7	4	-1	4	-0.2	-2	3	-3
CCOC(=O)N/N=C/c1cccc(Cl)c1Cl	0	-1	0	1	-1	9	0.5	-2	0	10
N#Cc1cccc(-n2nnnc2-c2ccccn2)c1	-7	2	4	-4	0	-4	-0.3	-2	-1	-3

Source: PubChem BioAssay (The Scripps Research Institute Molecular Screening Center)
